PTHR1 agonist = qHTS for PTHR1 Agonists: Primary Screen; Potency, µM (series often up to 115 µM), without a hit: top-dose activation, most hits filed as activators; Parathyroid hormone/parathyroid hormone-related peptide receptor (Homo sapiens), Q03431; 410,000 tested, 0.075% active; HEK293 GP2 PTHR1 cells, GloSensor cAMP luminescence, 1 h; note: nearly all actives have a fitted effect of over 55% in size; some results filed as inactive show a strong effect at the top dose; inactives centre near -15; many of its hits are not listed in these tables
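HEK-293-derived GP2 cells expressing PTHR1 and a GloSensor cAMP reporter, 3,000/well, plated overnight, given luciferin plus IBMX (each 0.5 mM as added) for 1 h at 37 °C, then compound for 1 h at 37 °C. Luminescence was read after 15 min at room temperature.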
EPAC1 antagonist = qHTS for Antagonist of cAMP-regulated guanine nucleotide exchange factor 3 (EPAC1): primary screen; Potency, µM (series often up to 115 µM), inactives show top-dose activity change, negative = inhibition, usual class: inhibitors; 360,000 tested, 0.14% active; Rap guanine nucleotide exchange factor 3 (Homo sapiens), O95398; EPAC1 GEF assay, Rap1b-BODIPY-GDP exchange fluorescence;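 note: plate controls were vehicle for no effect and positive control for full effect; nearly all actives have a fitted effect of over 50% in size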
TDP-43 yeast inh = qHTS of TDP-43 Inhibitors; TDP-43 expressing yeast growth rescue, BacTiter-Glo, 24 h; Potency, µM (doses to about 46.1 µM), for the others: at the top dose growth rescue (activation), most hits filed as activators; 410,000 tested, 1.8% active; AID 652104, 2013; note: % of control where 0% means no effect; nearly all actives have a fitted effect of over 50% in size
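Growth rescue of TDP-43-toxic yeast measured as ATP luminescence (BacTiter-Glo). Cells grown to mid-log in raffinose, induced in galactose at OD600=0.02, exposed to compound 24 hr at 30 deg C.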
FUS yeast rescue = qHTS for Suppressors of FUS Proteinopathy: Primary screen using FUS-linked yeast assay; 390,000 tested, 0.24% active; S. cerevisiae FUS-expressing, growth rescue, OD600, 24 h; Potency, µM (titrated, usually from 76.6 µM), inactives show top-dose growth rescue (activation), usual class: activators; AID 1347120, 2019;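 note: plate controls were DMSO vehicle for no effect and reference control for full effect; nearly all actives have a fitted effect of over 55% in size; some results filed as inactive show a strong effect at the top dose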
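Toxicity suppression screen in FUS-yeast. Cells induced with 2% galactose, starting OD 0.005, treated 24hr at 30C with compounds at multiple final concentrations; growth by OD600.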
EPAC1 agonist = qHTS for Agonist of cAMP-regulated guanine nucleotide exchange factor 3 (EPAC1): primary screen; Rap guanine nucleotide exchange factor 3 (Homo sapiens), O95398; EPAC1 agonist qHTS, biochemical assay; response scale: 100% = response to 6.5 mM cAMP; Potency, µM (highest dose often 154 µM), inactives show at the highest dose activation, usual class: activators; 360,000 tested, 0.073% active; AID 720707, 2013; note: nearly all actives have a fitted effect of over 60% in size
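Multi-concentration qHTS readout: loss of Rap1B-bound BODIPY-GDP fluorescence driven by 100 nM EPAC1 with excess GDP (50 uM), monitored kinetically at room temperature; agonist response expressed relative to 6.5 mM cAMP.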
EPAC2 ag = qHTS for Agonist of cAMP-regulated guanine nucleotide exchange factor 4 (EPAC2): primary screen; Rap guanine nucleotide exchange factor 4 (Homo sapiens), Q8WZA2; EPAC2 activation, biochemical qHTS; response scale: 100% = 6.5 mM cAMP response; Potency, µM (top dose mostly 154 µM), for the others: top-dose activation, hits mostly activators; 360,000 tested, 0.079% active; note: nearly all actives have a fitted effect of over 50% in size
Target sequence (Q8WZA2 whole entry, looked up): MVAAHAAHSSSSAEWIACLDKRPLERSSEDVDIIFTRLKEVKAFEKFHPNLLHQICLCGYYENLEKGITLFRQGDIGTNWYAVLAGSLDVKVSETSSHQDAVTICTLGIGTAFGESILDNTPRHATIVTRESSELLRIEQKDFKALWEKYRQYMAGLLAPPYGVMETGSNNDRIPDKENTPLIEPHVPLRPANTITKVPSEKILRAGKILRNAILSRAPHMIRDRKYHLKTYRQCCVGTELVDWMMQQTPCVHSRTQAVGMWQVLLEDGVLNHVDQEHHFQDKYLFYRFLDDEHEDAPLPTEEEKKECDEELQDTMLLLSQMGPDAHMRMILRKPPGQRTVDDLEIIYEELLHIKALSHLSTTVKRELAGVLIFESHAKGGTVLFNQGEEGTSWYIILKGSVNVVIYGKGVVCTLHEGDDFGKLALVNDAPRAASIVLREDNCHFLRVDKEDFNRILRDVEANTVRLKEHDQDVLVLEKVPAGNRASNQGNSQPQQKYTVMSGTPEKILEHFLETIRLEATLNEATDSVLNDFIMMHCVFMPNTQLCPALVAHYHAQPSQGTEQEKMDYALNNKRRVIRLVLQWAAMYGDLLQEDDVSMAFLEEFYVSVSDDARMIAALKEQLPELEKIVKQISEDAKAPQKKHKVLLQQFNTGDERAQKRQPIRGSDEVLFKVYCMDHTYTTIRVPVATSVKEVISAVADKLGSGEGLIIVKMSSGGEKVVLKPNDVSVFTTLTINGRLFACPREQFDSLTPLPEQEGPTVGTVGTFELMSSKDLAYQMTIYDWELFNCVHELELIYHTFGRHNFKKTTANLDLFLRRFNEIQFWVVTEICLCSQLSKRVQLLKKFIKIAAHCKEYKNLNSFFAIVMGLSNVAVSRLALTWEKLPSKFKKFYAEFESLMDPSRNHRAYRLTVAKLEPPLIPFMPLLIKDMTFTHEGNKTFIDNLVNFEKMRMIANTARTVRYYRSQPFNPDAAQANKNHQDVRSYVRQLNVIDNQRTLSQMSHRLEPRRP
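Compounds were titrated in qHTS against a Rap1B-BODIPY-GDP (250 nM) complex with EPAC2 (100 nM) and GDP (50 uM). BODIPY-GDP release tracked at 480/540 nm over 30 min at room temperature, normalized to 6.5 mM cAMP.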
aSyn yeast inh = qHTS of alpha-syn Inhibitors; Yeast expressing alpha-synuclein, growth rescue, BacTiter-Glo, 24 h; Potency, µM (titrated, usually from 46.1 µM), for the others: top-dose growth rescue (activation), hits mostly activators; 370,000 tested, 0.14% active; AID 652106, 2013; note: % of control where 0% means no effect; nearly all actives have a fitted effect of over 65% in size
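Screening used galactose-induced yeast with toxic alpha-synuclein levels, exposed to compound for 24 hr at 30 deg C. Cell growth, read with BacTiter-Glo luminescence, gave the measured signal.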
EPAC2 antag = qHTS for Antagonist of cAMP-regulated guanine nucleotide exchange factor 2 (EPAC2): primary screen | EPAC2 GEF exchange of Rap1B-BODIPY-GDP, fluorescence | Rap guanine nucleotide exchange factor 4 (Homo sapiens), Q8WZA2 | 360,000 tested, 0.18% active | Potency, µM (top dose mostly 114 µM), without a hit: at the highest dose activity, negative = inhibition, hits mostly inhibitors; note: % is set by controls: 0 for no effect and ±100 for the full control effect; nearly all actives have a fitted effect of over 45% in size; many of its hits are not listed in these tables
The depositor's hits bear a star; i = inactive; ? = inconclusive; nt = no result given; [ ] = another dose, or the depositor's remark. Calls come from the whole dose curve; as a rule, active = well fitted curve in the direction sought with a large enough effect; inconclusive = small, poorly fitted or top-dose-only effect, or another doubt; inactive = no such curve, though single readings can be large; an effect the other way counts as inactive or inconclusive. Potency is the fitted concentration of half-maximal effect. Some of the compounds tested; count on the stated rates, not on these rows.

SMILES	PTHR1 agonist	EPAC1 antagonist	TDP-43 yeast inh	FUS yeast rescue	EPAC1 agonist	EPAC2 ag	aSyn yeast inh	EPAC2 antag
CCOC(=O)NC(Nc1nc2ccccc2s1)(C(=O)OCC)C(F)(F)F (centres undefined)	i	2%	-23%	15%	-1%	-7%	-19%	7%
CC[C@]12c3[nH]c4ccccc4c3CCN1C(=O)C(CC(=O)NCc1ccco1)C[C@@H]2C(=O)N1CCN(C(=O)c2ccco2)CC1 (some centres undefined)	i	-4%	22%	18%	-2%	6%	-5%	-3%
Cc1ccc(-c2nn(-c3ccccc3)cc2C(=O)NCCCN2CCOCC2)cc1	i	18%	-14%	13%	-6%	0%	5%	-4%
CC(C)(C)OC(=O)C[C@@H]1C/C=C\C[C@H](CC(=O)N(CCO)Cc2ccccc2)C(=O)NC[C@H](c2ccccc2)OC1=O	-41%[inhibitor]	-4%	21%	?	-17%	5%	0%	-9%
COc1ccc(CCN2CCC(CN3C(=S)NC[C@@H]3CC(C)C)CC2)cc1OC	-12%	4%	9%	-11%	9%	8%	3%	0%
O=C(NC1CCS(=O)(=O)C1)c1ccc(S(=O)(=O)NCC2CCCO2)cc1 (centres undefined)	i	-7%	-5%	9%	8%	5%	2%	4%
Cc1ccc(S(=O)(=O)C(C#N)c2nc3ccccc3nc2N2CCC(C)CC2)cc1 (centres undefined)	i	14%	13%	-12%	8%	-20%	-6%	56%[activator]
CCNC(=O)NCc1c(C)c(C)n(Cc2ccccc2)c1-n1cccc1	?	-24%	-16%[1.82 µM]	16%	-8%	-9%	1%	-24%
O=C(/C=C/c1cccc2ccccc12)N1CCOCC1	i	4%	0%	-3%	8%	8%	-2%	-3%
Cc1cc2nc3ccc(=[N+](C)C)cc-3sc2cc1N	-54%	10%	-56%[inhibitor]	?	2%	4%	-49%[inhibitor]	2%
CCCCNC(=O)COC(=O)CCC(=O)c1ccc(Cl)cc1	-11%	-5%	-4%	19%	7%	1%	-1%	-6%
CCCCc1nc(C(N)=O)c2[nH]c(=O)n(-c3ccc(OC)cc3OC)c2n1	i	-4%	?	-5%	-7%	6%	-3%	10%
CCOC(=O)N1CCC(N2CC34C=CC(O3)C(C(=O)Nc3ccc(C(C)C)cc3)C4C2=O)CC1 (centres undefined)	10%	4%	6%	15%	4%	1%	0%	-1%
CCCCn1c(=O)[nH]c2nc3cc(N)ccc3nc2c1=O	i	78%[activator]	13%	38%	100µM*	100µM*	1%	117%[activator]
O=c1[nH]c2ccccc2nc1C(F)(F)C(F)F	i	6%	-10%	1%	2%	10%	2%	2%
CN1C/C(=C/c2ccsc2)C(=O)/C(=C/c2ccsc2)C1	-23%	?	1%[0.397 µM]	28%	7%	3%	7%	-5%
C/C(=N\NC(=O)c1ccc(-n2cnnn2)cc1)c1ccc(C)cc1	-35%[inhibitor]	-3%	-5%	0%	-1%	11%	-1%[1.84 µM]	4%
CC(C)(C)c1[nH]nc2c1C(c1ccoc1)C(C#N)=C(N)O2 (centres undefined)	-23%	14%	-6%	-43%	4%	-2%	-11%	10%
Oc1ccc(/C=N/N2CCCCC2)c(O)c1	-1%	6%	13%	9%	1%	7%	0%	1%
Cn1c(/C=C/N2CCOCC2)c(C(=O)c2ccc(Br)cc2)c(=O)n(C)c1=O	i	-10%	-4%	2%	9%	10%	-1%	-4%
CCN(CC(=O)Nc1ccccc1C(=O)NC1CC1)Cc1cccs1	i	1%	-8%	0%	?	-1%	-1%	0%
Cc1cccc(-n2c(SCCC(=O)O)nnc2-c2cccs2)c1C	2%[57.5 µM]	-4%	15%	-4%	1%	16%	5%	-3%
Cc1ccc([C@@H]2CC=C(C(=O)O)[C@H](c3ccc(F)cc3)N2S(=O)(=O)c2ccccc2C)cc1	-15%	-7%	28µM*	-16%	-14%	-14%	-7%	17%
O=C(C[n+]1cc(-c2ccc(F)cc2)n2c1CCC2)Nc1nc(-c2ccc(F)cc2)cs1	-8%	1%	24%	-6%	8%	-1%	-13%	-6%
C[C@H]1NC(=O)[C@]2(C)[C@@H](c3ccccc3)[C@H]3COc4ccccc4[C@@H]3N2C1=O	-25%	-12%	11%	-16%	-3%	4%	0%	12%
(further entries)
SMILES	PTHR1 agonist	EPAC1 antagonist	TDP-43 yeast inh	FUS yeast rescue	EPAC1 agonist	EPAC2 ag	aSyn yeast inh	EPAC2 antag
COc1ccc(CNC2CC(C)N(C)CC2C)cc1OC (centres undefined)	i	-21%	3%	-8%	5%	3%	-8%	12%
COc1ccc(NC(=O)C2Cc3c(-c4cccc(C(N)=O)c4)ccnc3O2)cc1 (centres undefined)	i	10%	21%	-13%	-11%	0%	0%	5%
Cc1ccc(-c2csc(NC(=O)N3CCOCC3)n2)cc1	-14%	4%	6%	7%	14%	9%	1%	-6%
CCOc1ccc(NS(=O)(=O)c2ccc(OCC(=O)NCc3ccncc3)cc2)cc1	-23%	-3%	7%	nt	-8%	1%	3%	2%
Cc1nn(-c2ccccc2)c(Oc2ccccc2)c1C=O	-20%	-8%	7%	-13%	-7%	12%	-4%	-18%[57.1 µM]
CCOC(=O)c1ccc2nc(C)cc(Nc3cccc(C(=O)O)c3)c2c1	?	nt	-7%	1%	nt	nt	-3%	nt
CCCCCCC1/C(=N/O)CCC1C(=O)OC (centres undefined)	i	-13%	2%	18%	14%	-1%	13%	11%[57.1 µM]
O=C(CSc1ccc(Br)cc1)N1CCN(C(=O)c2ccco2)CC1	-2%	3%	-17%[9.22 µM]	8%	-3%	20%	-3%	12%
Cc1cc(OC(=O)c2cc(F)c(F)cc2Cl)nc(C)n1	i	14%	19%	-12%	2%	3%	-1%	13%
Cc1cc(N2CCN(C(=O)Nc3ccccc3C#N)CC2)c2ccccc2n1	15%	-6%	-15%	9%	16%	14%	-10%	-11%
COc1ccc(CNC(=S)Nc2cccc(Cl)c2)cc1	-5%	-9%	15%	12%	-7%	15%	-1%	-14%
O=C(C=Cc1ccccc1O)c1ccccc1O	-23%	-27%	?	11%	9%	23%	-57%[inhibitor]	-4%
OC(CNCc1ccc(Cl)cc1)COc1ccccc1 (centres undefined)	-22%	5%	10%	-18%	14%	6%	0%	-7%
COc1cccc(CN2CCN(Cc3[nH]c4ccccc4c3C)CC2CCO)c1 (centres undefined)	i	-6%	-1%[0.397 µM]	6%	-3%	7%	2%	-2%
Cc1nn(Cc2ccccc2)c(C)c1/C=N/NC(=O)CNc1cccc(C(F)(F)F)c1	i	-27%	24%	5%	-1%	15%	4%	-22%
Cc1ccc(C)c(S(=O)(=O)Nc2ccc3oc(C)c(C(=O)O)c3c2)c1	i	-19%	6%	4%	4%	1%	2%	2%
COc1ccc2[nH]cc(C(=O)NCCc3ccccc3)c(=O)c2c1	-1%	-3%	-9%[1.82 µM]	10%	0%	5%	-1%	6%
Cn1c(=O)c2c(ncn2CC(=O)OCC(=O)c2ccc(OC(F)F)cc2OC(F)F)n(C)c1=O	i	16%	4%	17%	1%	1%	-2%	4%
CC(=O)Nc1ccc2nc(-c3ccccn3)[nH]c2c1	i	1%	6%	-2%	4%	3%	-7%	4%
CN(CC(=O)Nc1ccccc1Br)C(=O)CNC(=O)Cc1cccc2ccccc12	i	-3%	13%	nt	3%	7%	-9%	6%
Cc1cc(C)cc(NC(=O)CCNS(=O)(=O)c2cc(Br)cnc2N)c1	i	13%	9%	-8%	-1%	-2%	-9%	-7%
COc1ccc(C2C(C#N)=C(N)Oc3cc(O)ccc32)cc1C (centres undefined)	-15%	-8%	-11%	-10%	-6%	2%	0%	?
COc1cc(C(CC(=O)Nc2ccc(C)cn2)N2Cc3ccccc3C2=O)cc(OC)c1OC (centres undefined)	i	2%	9%	2%	-7%	-1%	0%	10%

Complete entries, looked up by structure. Values in the order: PTHR1 agonist, EPAC1 antagonist, TDP-43 yeast inh, FUS yeast rescue, EPAC1 agonist, EPAC2 ag, aSyn yeast inh, EPAC2 antag
Cc1ccc(-c2csc(NC(=O)N3CCOCC3)n2)cc1 in the list: -14%, 4%, 6%, 7%, 14%, 9%, 1%, -6%
Cn1c(=O)c2c(ncn2CC(=O)OCC(=O)c2ccc(OC(F)F)cc2OC(F)F)n(C)c1=O in the list: i, 16%, 4%, 17%, 1%, 1%, -2%, 4%
CC(=O)Nc1ccc2nc(-c3ccccn3)[nH]c2c1 in the list: i, 1%, 6%, -2%, 4%, 3%, -7%, 4%
COc1ccc(CNC2CC(C)N(C)CC2C)cc1OC (centres undefined) in the list: i, -21%, 3%, -8%, 5%, 3%, -8%, 12%
Cc1cc(C)cc(NC(=O)CCNS(=O)(=O)c2cc(Br)cnc2N)c1 in the list: i, 13%, 9%, -8%, -1%, -2%, -9%, -7%

Of the compounds above, these have two or more sulfur atoms.
SMILES	PTHR1 agonist	EPAC1 antagonist	TDP-43 yeast inh	FUS yeast rescue	EPAC1 agonist	EPAC2 ag	aSyn yeast inh	EPAC2 antag
O=C(NC1CCS(=O)(=O)C1)c1ccc(S(=O)(=O)NCC2CCCO2)cc1 (centres undefined)	i	-7%	-5%	9%	8%	5%	2%	4%
CN1C/C(=C/c2ccsc2)C(=O)/C(=C/c2ccsc2)C1	-23%	?	1%[0.397 µM]	28%	7%	3%	7%	-5%
Cc1cccc(-n2c(SCCC(=O)O)nnc2-c2cccs2)c1C	2%[57.5 µM]	-4%	15%	-4%	1%	16%	5%	-3%

EPAC1 agonist: what is marked active above
SMILES	PTHR1 agonist	EPAC1 antagonist	EPAC1 agonist	EPAC2 antag
CCCCn1c(=O)[nH]c2nc3cc(N)ccc3nc2c1=O	i	78%[activator]	100µM*	117%[activator]

Source: PubChem (National Center for Advancing Translational Sciences (NCATS))
